E-sel inducer – E-selectin induction in HUVECs, primary screen, imaging, HUVEC, immunofluorescence imaging, single point. P16581. normalized: neutral wells 0, TNF-alpha wells 100. activation, % at 7.58 µM. 260,000 tested, 0.37% active. AID 686992, 2013;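 active = mean E-selectin-positive cell signal at least 10% of the positive control, reached in at least 60% of replicates, without over 20% cell loss; inconclusive = no rule given, readout overlaps actives, possibly toxicity-flagged; inactive = the rest, including those meeting only one limit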;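 note: in these data hits start at about 27%; measured in HUVEC primary endothelial cells; signal is the percent of cells scored E-selectin positive by PE staining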
Target sequence (P16581 whole entry, looked up): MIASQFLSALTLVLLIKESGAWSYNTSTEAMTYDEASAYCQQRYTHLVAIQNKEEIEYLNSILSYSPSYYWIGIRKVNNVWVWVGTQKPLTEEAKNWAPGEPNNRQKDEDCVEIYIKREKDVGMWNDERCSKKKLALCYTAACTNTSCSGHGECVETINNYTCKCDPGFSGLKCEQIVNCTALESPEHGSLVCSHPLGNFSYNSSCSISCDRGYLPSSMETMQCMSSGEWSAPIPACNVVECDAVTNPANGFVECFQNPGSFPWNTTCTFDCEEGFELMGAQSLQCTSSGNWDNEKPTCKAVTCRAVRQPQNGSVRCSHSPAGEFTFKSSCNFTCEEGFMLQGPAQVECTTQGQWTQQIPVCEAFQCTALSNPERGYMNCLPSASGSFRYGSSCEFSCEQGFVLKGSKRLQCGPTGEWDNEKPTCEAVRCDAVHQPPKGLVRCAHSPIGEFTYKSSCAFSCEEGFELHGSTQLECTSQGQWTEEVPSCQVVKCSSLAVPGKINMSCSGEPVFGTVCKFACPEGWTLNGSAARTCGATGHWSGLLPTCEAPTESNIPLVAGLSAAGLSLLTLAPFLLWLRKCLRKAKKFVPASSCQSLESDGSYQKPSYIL
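Material: HUVEC primary endothelial cells; Amount: 3,000 cells per well; Dosing: single concentration; Medium: EGM-2 growth medium on 0.1% gelatin-coated wells; Read-out basis: percent E-selectin-positive cells; Signal: immunofluorescence imaging; Control set: TNF-alpha, DMSO.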
C2C12 statin – suppressors of statin myotoxicity in C2C12 myotubes, primary screen, cell-based, single point, plate reader | C2C12 myotubes + simvastatin, ATP luminescence, 48 h; scaled: DMSO 0, geranylgeraniol control 100 | rescue of ATP level, % at 7.49 µM | 330,000 tested, 0.78% active | AID 602340, 2012;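 active = mean ATP rescue above about 67%, or every replicate alone reaching that limit, limit read from the data, passing the limit was not always enough; inconclusive = no clear call, values can overlap the other calls; inactive = mean under the limit and some replicate under it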;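 note: myotubes were challenged with 10 µM simvastatin during compound exposure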
SIRT5 inh – SIRT5 desuccinylase inhibitors, primary screen, biochemical, fluorescence imaging, single point, set 5 | inhibition, % at 15 µM | Purified SirT5, succinyl-peptide AMC, trypsin-coupled fluorescence | 330,000 tested, 1.1% active; in the data active = inhibition above about 15%; inconclusive = no clear call, values can overlap the other calls
Target sequence (Q9NXA8 whole entry, looked up): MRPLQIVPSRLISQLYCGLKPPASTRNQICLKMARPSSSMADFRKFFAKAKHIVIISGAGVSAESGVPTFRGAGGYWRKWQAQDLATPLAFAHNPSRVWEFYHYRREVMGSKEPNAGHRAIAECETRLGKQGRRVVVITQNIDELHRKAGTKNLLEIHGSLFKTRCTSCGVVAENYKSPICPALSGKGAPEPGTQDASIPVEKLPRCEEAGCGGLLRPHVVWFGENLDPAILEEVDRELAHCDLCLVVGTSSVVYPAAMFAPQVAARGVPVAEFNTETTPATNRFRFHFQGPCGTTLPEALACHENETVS
ERp5 inh – inhibitors of ERp5-driven insulin aggregation, primary screen, biochemical, turbidity, absorbance 650 nm, single point; Protein disulfide-isomerase A6 (Homo sapiens), Q15084; 90 min; inhibition, % at 9.99 µM; 350,000 tested, 0.05% active;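 active = mean replicate inhibition above about 25%, with every replicate also reaching it, limit read from the data, passing the limit was not always enough; inconclusive = only one of those two criteria met; inactive = neither criterion met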
S100A4 MyoIIA – inhibitors of S100A4-myosin IIA peptide binding, primary screen, biochemical, fluorescence polarization, TAMRA-MyoIIA peptide. Protein S100-A4 (Homo sapiens), P26447. inhibition, % at 10.7 µM. 360,000 tested, 0.14% active. AID 652163, 2013;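 active = mean inhibition of at least 70% across replicates, with every replicate also reaching that level; inconclusive = mean inhibition reaches 70% but some replicates fall short; inactive = mean inhibition below 70%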
Target sequence (P26447 whole entry, looked up): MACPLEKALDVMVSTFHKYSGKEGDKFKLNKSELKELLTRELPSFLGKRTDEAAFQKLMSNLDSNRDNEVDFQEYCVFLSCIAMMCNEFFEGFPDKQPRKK
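Compound dosing: one dose per compound; test system: human S100A4 monomer with TAMRA-labelled myosin IIA peptide; probe or stimulus: TAMRA-labelled myosin IIA heavy-chain peptide probe, 5 nM; medium: HEPES buffer with Ca2+, pH 7.2; schedule: 5 min incubation before reading; benchmarks: neutral control DMSO, positive control TFP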
DENV2 CPE rescue – inhibitors of DENV2 cytopathic effect, primary screen, cell-based, plate reader, single concentration. DENV2-infected cells, cytopathic effect rescue. CPE inhibition, % at 9.99 µM. 350,000 tested, 1.7% active. AID 651640, 2012; in the data active = CPE inhibition above about 20%, passing the limit was not always enough; inconclusive = no clear call, values can overlap the other calls; tested in BHK-21 cells;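 note: 0% = median of neutral control wells and 100% = median of positive control wells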
PglD DTNB – C. jejuni PglD acetyltransferase inhibitors, primary screen, biochemical, DTNB colorimetric, single point; UDP-N-acetylbacillosamine N-acetyltransferase PglD (Campylobacter jejuni); purified PglD enzyme, DTNB colorimetric CoA detection; inhibition, % at 12.5 µM; 360,000 tested, 0.098% active; AID 602405, 2012; in the data active = inhibition above about 16%, passing the limit was not always enough; inconclusive = no clear call, values can overlap the other calls; note: strong numbers were not always called active
* = called active by the depositor; ? = inconclusive; . = not tested or not shown; & = joins results of further samples. Some of the compounds tested, so the mix of outcomes need not match the whole.

1	CCC(=O)N1Cc2cc(C(=O)Nc3nccs3)nc(-c3cccc(-c4ccccc4OC)c3)c2[C@H]1CCO
2	Cc1ccccc1N1CCN(CC(=O)Nc2nccs2)CC1
3	O=C(C[C@H]1C[C@@H]2c3cc(NC(=O)NC4CCCC4)ccc3O[C@@H]2[C@@H](CO)O1)NCc1ccncc1
4	CC1CC1c1ccc(/C=C(\C#N)C(=O)Nc2ccccc2Cl)o1 (configuration not stated)
5	CO[C@H]1CN(C)C(=O)c2cc(NS(C)(=O)=O)ccc2OC[C@H](C)N(C(=O)C2CCOCC2)C[C@@H]1C
6	C[C@@H]1CN([C@@H](C)CO)S(=O)(=O)c2ccc(C#CC3CCCC3)cc2O[C@H]1CN(C)C(=O)C1CC1
7	O=C(CS)NCCCCCCNC(=O)[C@H]1C[C@H]2C(=O)NCC(=O)N2[C@H]1c1cccc(OCCO)c1
8	CN1CCN(C(=O)C[C@@H]2C[C@@H]3c4cc(NC(=O)C5CCOCC5)ccc4O[C@@H]3[C@H](CO)O2)CC1

assay / compound,1,2,3,4,5,6,7,8
E-sel inducer,0.0&-0.2,.,-0.4,.,0.2,0.7,.,-0.6
C2C12 statin,25,4,-1,.,11,-46,.,4
SIRT5 inh,2&1,-8,2,2,-3,7,0,4
ERp5 inh,0&-3,-5,-5,5,-5,-3,0,37*
S100A4 MyoIIA,-77&-4,-19,-4,-4,1,0,-5,1
DENV2 CPE rescue,-6&1,-1,2,.,-3,0,7,-3
PglD DTNB,6,-4,0,.,-2,-2,7,0

9	O=C(CNC(=O)c1ccc2c(c1)OCCO2)N/N=C/c1ccc(Cl)cc1
10	Cc1c(NC(=O)COC(=O)Cc2ccc(F)cc2)c(=O)n(-c2ccccc2)n1C
11	CCC(=O)N1CC(=O)N2[C@H](C1)[C@@H](c1ccc(-c3ccccc3F)cc1)[C@@H]2CO
12	FC(F)(F)c1cccnc1Oc1ccc(C2=NCCS2)cc1
13	Cc1csc(CN(C)C(=O)C2CCC(=O)N(Cc3ccc(Cl)cc3)C2)n1 (configuration not stated)
14	O=C(O)c1cn(-c2ccccc2)nc1-c1ccc(F)cc1
15	COc1cc(C(=S)N2CCCC2)ccc1OCC(N)=O
16	CN(C)C(=O)c1cccc(-c2cccc(-c3nc(C(=O)N4CCOCC4)cc4c3[C@H](CCO)N([S@@](=O)C(C)(C)C)C4)c2)c1

assay / compound,9,10,11,12,13,14,15,16
E-sel inducer,.,1.4,0.0,.,.,.,.,0.2
C2C12 statin,.,-5,.,.,-3,3,11,3
SIRT5 inh,0,-1,8,-2,-3,-1,-1,4
ERp5 inh,1,0,5,.,.,-7,5,0
S100A4 MyoIIA,13,-3,-4,-4,-7,0,0,-134
DENV2 CPE rescue,3,1,9,68*,-4,-1,1,0
PglD DTNB,.,.,.,10,4,3,-4,1

Some of these compounds in order of heavy-atom count, falling:
10	Cc1c(NC(=O)COC(=O)Cc2ccc(F)cc2)c(=O)n(-c2ccccc2)n1C
11	CCC(=O)N1CC(=O)N2[C@H](C1)[C@@H](c1ccc(-c3ccccc3F)cc1)[C@@H]2CO
9	O=C(CNC(=O)c1ccc2c(c1)OCCO2)N/N=C/c1ccc(Cl)cc1

assay / compound,10,11,9
E-sel inducer,1.4,0.0,.
C2C12 statin,-5,.,.
SIRT5 inh,-1,8,0
ERp5 inh,0,5,1
S100A4 MyoIIA,-3,-4,13
DENV2 CPE rescue,1,9,3
PglD DTNB,.,.,.

Following part
17	COc1cccc2cc(C(=O)C3=C(O)C(=O)N(CCN4CCOCC4)C3c3ccc(C(C)(C)C)cc3)oc12 (configuration not stated)
18	CC1CN(c2nc3ccccc3nc2SCC(=O)Nc2cccc(C(F)(F)F)c2)CC(C)O1 (configuration not stated)
19	S=c1[nH]nc(C2COc3ccccc3O2)o1 (configuration not stated)
20	COc1ccc(/C=N\Nc2ccc([N+](=O)[O-])cc2)c(C(=O)O)c1OC
21	O=C(CNc1cc(S(=O)(=O)N2CCOCC2)ccc1N1CCCC1)Nc1ccc(Cl)cc1
22	Cc1ccc(NC(=O)CN(C)C(=O)c2cccc(S(=O)(=O)NCc3ccco3)c2)cc1
23	C[C@H]1CN([C@@H](C)CO)C(=O)CCCn2cc(nn2)CO[C@H]1CN(C)S(=O)(=O)c1ccc2c(c1)OCCCO2
24	CC(C)(C)OC(=O)NCCCC[C@H](NC(=O)c1nc[nH]c1C(=O)N1CCN(c2ccccc2)CC1)C(=O)OC(C)(C)C

assay / compound,17,18,19,20,21,22,23,24
E-sel inducer,.,0.1,.,-0.4,.,0.6,0.1,0.3
C2C12 statin,-8,5,-5,23,13,1,5,4
SIRT5 inh,6,.,-2,1,-1,-3,-2,-3
ERp5 inh,-1,-5,1,6,-4,-5,-6,1
S100A4 MyoIIA,-7,-1,0,2,-5,-2,-6,0
DENV2 CPE rescue,11,-12,.,-8,2,-3,31*,10
PglD DTNB,4,-5,-4,.,3,-5,2,1

25	Cc1nn(C(C)C(=O)NCc2ccco2)c(C)c1[N+](=O)[O-] (configuration not stated)
26	Nc1ncnc2c1ncn2[C@@H]1O[C@H](C(=O)NS(=O)(=O)c2cccc(F)c2)[C@@H](O)[C@H]1O
27	COc1ccc(C(=O)OCC(=O)NCCc2ccc(F)cc2)cc1S(=O)(=O)N1CCOCC1
28	Nc1nc(SCC(=O)N2CCCc3ccccc32)n(-c2ccccc2)n1
29	CN(c1ccc(OCC(=O)Nc2ccc(S(N)(=O)=O)cc2)cc1)S(=O)(=O)c1ccc(F)cc1
30	C[C@H]1CCCCO[C@@H](CN(C)Cc2ccc(C(F)(F)F)cc2)[C@@H](C)CN([C@@H](C)CO)C(=O)c2cc(NC(=O)C3CCCCC3)ccc2O1
31	CCN(CC(=O)Nc1c(F)cccc1F)C(=O)Cc1ccsc1
32	Brc1ccccc1-c1cnco1

assay / compound,25,26,27,28,29,30,31,32
E-sel inducer,1.7,3.8,.,0.1,.,0.2,.,0.4
C2C12 statin,-6,15,6,5,-2,.,-1,-6
SIRT5 inh,-2,0,-2,-2,-1,.,-13,4
ERp5 inh,1,2,-13,0,-4,.,6,-7
S100A4 MyoIIA,-1,-10,-16,2,0,.,14,-6
DENV2 CPE rescue,0,4,1,-5,-2,12,-6,-5
PglD DTNB,.,0,5,3,-1,-2,1,1

33	NC(=O)c1c(NC(=O)CN2C(=O)NC(Cc3ccccc3)C2=O)sc2c1CCC2 (configuration not stated)
34	N=c1c(S(=O)(=O)c2ccc(Br)cc2)cc2c(=O)n3ccccc3nc2n1Cc1ccccc1
35	O=S(=O)(c1cccc(Cl)c1)N1CCN(S(=O)(=O)c2ccc3c(c2)OCCO3)CC1
36	Cc1ccc(C(=O)OCC(=O)NCc2cc(C)c(O)c(C)c2)cc1S(=O)(=O)N1CCCCC1
37	CSc1ccc(/C=C/C(=O)N2CCCN(C)CC2)cc1
38	COc1ccc(CN(C)C[C@H]2Oc3c(NS(=O)(=O)c4ccc(C)cc4)cccc3C(=O)N([C@H](C)CO)C[C@@H]2C)cc1
39	CCC(CC)C(=O)N=C1SC2CS(=O)(=O)CC2N1CCc1ccc(OC)cc1 (configuration not stated)
40	Cc1cccc(N=C2CCCC2C(=O)Nc2cccc(C)c2C)c1C (configuration not stated)

assay / compound,33,34,35,36,37,38,39,40
E-sel inducer,-0.3,.,.,-0.8,.,0.3,.,0.3
C2C12 statin,-5,-6,-18,3,.,-1,3,4
SIRT5 inh,-3,1,.,-4,-9,1,0,-4
ERp5 inh,5,12,-3,4,1,-2,4,-4
S100A4 MyoIIA,-8,-11,-1,-2,-1,0,-4,-5
DENV2 CPE rescue,-3,0,4,15,-4,31*,2,-12
PglD DTNB,-1,0,3,-1,.,-3,0,-6

41	O=C(CSc1ccccn1)Nc1ccc2[nH]c(=O)[nH]c2c1
42	CN1C(=O)c2cc(NC(=O)NC3CCCC3)ccc2OC[C@H]2O[C@H](CC(=O)O)CC[C@H]21
43	COCCCn1cnnc1SC(C)C(=O)Nc1ccc(S(=O)(=O)N2CCOCC2)cc1 (configuration not stated)
44	C/C(=N\NC(N)=S)c1cccnc1
45	O=C(O)c1cc2c(cc1NC(=O)c1ccccc1OC(F)F)OCCCO2
46	COc1ccc(-c2ccc([C@H]3[C@@H](C#N)N(C(=O)C4CC4)[C@@H]3CO)cc2)cc1
47	O=C(Nc1ccc(Oc2ccccc2)cc1)C1CCN(c2ncccn2)CC1
48	O=[N+]([O-])c1ccc(C=NN=Cc2ccc([N+](=O)[O-])cc2)cc1

assay / compound,41,42,43,44,45,46,47,48
E-sel inducer,0.1,-0.1,.,-1.1,0.0,0.1,.,0.2
C2C12 statin,-10,13,0,.,-3,25,-4,4
SIRT5 inh,-3,-6,5,-24,2,1,-1,-2
ERp5 inh,4,-3,-4,-1,-1,8,-9,-7
S100A4 MyoIIA,3,8,-2,6,-5,-6,14,-1
DENV2 CPE rescue,-1,8,?,3,2,56*,.,-2
PglD DTNB,3,2,-4,-1,-16,-4,7,7

49	CCNc1nc(-c2cc(C)n(Cc3ccco3)c2C)cs1
50	CC(=O)NC12CC3CC(C1)CC(C(=O)N1CCN(S(=O)(=O)c4ccccc4[N+](=O)[O-])CC1)(C3)C2
51	CN(C)c1ccc2c(c1)[C@H]1C[C@H](CC(=O)NCCN3CCCCC3)O[C@H](CO)[C@H]1O2
52	CCCCn1c(N)c(N(CC(C)C)C(=O)COc2cc(C)ccc2Cl)c(=O)[nH]c1=O
53	Cc1cccc(CS(=O)(=O)c2ncc(Cl)c(C(=O)NCc3ccccc3)n2)c1
54	COc1ccc(NC(=O)[C@@H](NC(N)=O)C(C)C)cc1Cl
55	Cc1ccc(CNS(=O)(=O)c2ccc(CN3C(=O)c4cccnc4C3=O)s2)o1
56	N#C/C(=C(/O)CCl)c1nc2ccccc2[nH]1

assay / compound,49,50,51,52,53,54,55,56
E-sel inducer,.,0.8,0.1,-1.2,0.6,.,0.0,.
C2C12 statin,.,-9,-3,14,-28,.,1,.
SIRT5 inh,-4,2,-2,-2,-3,-2,-3,0
ERp5 inh,7,-2,-1,-1,3,12,5,-3
S100A4 MyoIIA,-16,2,-3,3,-4,1,-2,-2
DENV2 CPE rescue,2,-7,19,4,10,4,14,-3
PglD DTNB,.,-1,-1,-2,4,.,-3,.

57	C[C@@H]1CN([C@@H](C)CO)C(=O)c2cc(C#CC(C)(C)O)cnc2O[C@@H]1CN(C)C(=O)C1CCC1
58	CC1=CC(C)(C)NC(=S)N1c1ccc(Cl)cc1
59	CCn1cnnc1SCC(=O)Nc1ccccc1C(=O)NC1CC1
60	O=C(NCC(c1cccs1)N1CCOCC1)C1CCN(S(=O)(=O)c2c(Cl)cccc2Cl)CC1 (configuration not stated)
61	O=C(CNC(=O)c1ccccc1Cl)c1ccccc1

assay / compound,57,58,59,60,61
E-sel inducer,0.5,5.7,-0.3,-0.2,0.0
C2C12 statin,4,-1,1,-14,4
SIRT5 inh,-2,-2,0,-1,-2
ERp5 inh,-3,0,-1,5,4
S100A4 MyoIIA,5,1,-10,-5,-3
DENV2 CPE rescue,-5,-3,2,-8,?
PglD DTNB,0,2,0,.,0

From PubChem
